# OPRM1-OPRD1 ag: agonists of human mu-delta opioid receptor heterodimerization. P35372+P41143. cells, OPRM1-OPRD1 heterodimerization, luminescence. activation, % at 9.3 µM. 0.3% of 340,000 active. AID 504326; in the data active = activation above about 18%;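 note: 0% = vehicle-treated cells and 100% = reference agonist; values of inactives mirror those of a sister screen read the other way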
# Target sequence (P35372 whole entry, looked up): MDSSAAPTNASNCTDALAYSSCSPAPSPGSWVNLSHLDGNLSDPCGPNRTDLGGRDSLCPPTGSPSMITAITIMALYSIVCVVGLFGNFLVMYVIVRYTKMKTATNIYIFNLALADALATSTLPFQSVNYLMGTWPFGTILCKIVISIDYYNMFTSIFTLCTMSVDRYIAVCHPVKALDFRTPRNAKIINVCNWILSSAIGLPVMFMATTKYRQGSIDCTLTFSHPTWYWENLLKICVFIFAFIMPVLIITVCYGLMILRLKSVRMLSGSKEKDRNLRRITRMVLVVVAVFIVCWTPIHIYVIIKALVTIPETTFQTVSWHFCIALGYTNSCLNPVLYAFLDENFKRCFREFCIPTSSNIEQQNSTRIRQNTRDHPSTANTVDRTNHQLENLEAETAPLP
# Target sequence (P41143 whole entry, looked up): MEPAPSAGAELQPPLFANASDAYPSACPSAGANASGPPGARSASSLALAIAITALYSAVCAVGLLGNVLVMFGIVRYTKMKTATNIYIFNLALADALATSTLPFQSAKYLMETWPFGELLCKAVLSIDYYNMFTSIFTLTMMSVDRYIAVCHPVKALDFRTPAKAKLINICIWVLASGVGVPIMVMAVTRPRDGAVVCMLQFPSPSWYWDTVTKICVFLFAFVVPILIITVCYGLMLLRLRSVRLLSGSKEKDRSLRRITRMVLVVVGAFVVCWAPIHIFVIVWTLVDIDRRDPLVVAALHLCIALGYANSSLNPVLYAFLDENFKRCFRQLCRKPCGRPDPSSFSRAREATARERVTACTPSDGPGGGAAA
# Cardiac RTF inh: cardiac RTF calcium desensitization. IANBD-labeled cardiac RTF, Ca2+ fluorescence. inhibition, % at 7.15 µM. 0.12% of 340,000 active;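 active = inhibition above the mean inhibition of all tested compounds plus 3 SD, cut at about 17% in these data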;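 note: assay run at fixed EC70 calcium of 1.6 mM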
# HTR5A ag ctr: activates human HTR5A in OPRM1-OPRD1 agonist counter-screen. HTR5A agonist assay, luminescence, cell-based. activation, % at 9.3 µM. 0.61% of 340,000 active. AID 504692; in the data active = activation mostly above about 9.5%, no sharp cut-off; inactive = mostly below about 7.6%;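 note: 0% = cells with vehicle only and 100% = reference agonist; strong numbers were not always called active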
# HTR5A inv ag: HTR5A inverse agonism, opioid heterodimer counter-screen; P47898; HTR5A cell line, luminescence; inhibition, % at 9.3 µM; 0.083% of 340,000 active; in the data active = inhibition mostly above about 23%, no sharp cut-off; inactive = mostly below about 18%;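 note: 0% = cells with DMSO and 100% = no-cell wells with DMSO; some compounds called inactive have numbers as strong as hits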
# LANA DNA inh: inhibitors of KSHV LANA C-terminal domain DNA binding; 0.078% of 340,000 active; inhibition, % at 9 µM; AID 504423; MBP-C-LANA/FAM-LBS DNA binding, fluorescence polarization;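 active = highest replicate inhibition at or above 60% at 9 µM, even if other replicates fall short; inactive = all replicates below 60% inhibition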;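 note: 0% = neutral control wells and 100% = 4 µM acridine orange control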
# RTF Ca sens act: increases calcium sensitivity of human cardiac regulated thin filaments. activation, % at 7.2 µM. AID 493008. IANBD-labeled TnC RTF fluorescence at EC20 calcium; 0% EC20 calcium, 100% full calcium. 0.24% of 340,000 active;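 active = activation above the mean over all tested compounds plus 3 SD, cut at about 30% in these data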;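 note: rise in fluorescence read as greater calcium sensitivity of cardiac thin filaments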
# MOR-DOR inv ag: inverse agonists of human mu-delta opioid receptor heterodimerization. P35372+P41143. cell-based MOR-DOR heterodimer luminescence, inverse agonism. inhibition, % at 9.3 µM. 0.21% of 340,000 active; in the data active = inhibition above about 22%, passing the limit was not always enough;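 note: 0% = cells with DMSO and 100% = wells without cells with DMSO; values of inactives mirror those of a sister screen read the other way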
# Keap1 Nrf2 FP: Keap1-Nrf2 (human) interaction inhibition; Q14145; Keap1 Kelch-Nrf2 peptide fluorescence polarization, 1536-well; inhibition, % at 9.4 µM; 0.15% of 340,000 active; AID 504523; in the data active = inhibition above about 12%;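 note: human Keap1 Kelch domain with fluorescein labeled Nrf2 9mer peptide probe; 0% = neutral control wells and 100% = peptide positive control; higher means more block of Keap1 binding to Nrf2 peptide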
# CAL PDZ FP: blocks peptide binding to the human CAL PDZ domain; 0.92% of 300,000 active; inhibition, % at 24.9 µM; Q9HD26; purified CAL PDZ, TMR-peptide fluorescence polarization, 1 h; AID 602252;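 active = mean inhibition of at least 30% with at least half of replicates also reaching 30%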;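 note: 0% = DMSO neutral control and 100% = excess unlabeled competitor peptide PRC23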
# V-ATPase pHluor: regulators of yeast V-ATPase proton transport; S. cerevisiae, pHLuorin cytosolic pH fluorescence; response, % at 10 µM; 0.37% of 350,000 active; in the data active = response mostly above about 7.3%, no sharp cut-off; inactive = mostly below about 5.4%; note: actives read high; inactives centre near 0; some compounds called inactive have numbers as strong as hits; reference of the scale not given here
# An asterisk follows results filed as active; nt = no result given.
# Values run as follows: Keap1 Nrf2 FP	Cardiac RTF inh	CAL PDZ FP	V-ATPase pHluor	OPRM1-OPRD1 ag	HTR5A ag ctr	HTR5A inv ag	MOR-DOR inv ag	RTF Ca sens act	LANA DNA inh
CCn1cc([N+](=O)[O-])c(C(=O)N2N=C(c3ccccc3)CC2c2ccc([N+](=O)[O-])cc2)n1 (stereo unspecified)
    -4	-7	-4	-3	1.6	1	-3	-9	-6	0.2
Cc1cc(C)n(-c2nc3ccccc3nc2N2CCOCC2)n1
    5	-6	nt	-2	-3.5	5	-15	18	2	2.1
Cc1ccc(/C=c2\sc3nc(-c4cccnc4)nn3c2=O)cc1
    -2	0	-2	1	-2.1	-4	-5	10	-4	-1.6
CC1Oc2ccccc2C(=O)N(CC(=O)c2ccc3c(c2)OCCO3)C1=O (stereo unspecified)
    -2	-7	-4	3	-3.1	2	-3	17	-4	-1.4
O=C(O)c1ccccc1-c1nc2ccccc2[nH]1
    -2	-1	0	-1	-3.4	3	-7	17	9	-0.6
O=[N+]([O-])c1cc(S(=O)(=O)Nc2ccccc2)ccc1NCc1cccnc1
    -4	-2	-2	2	-0.2	3	-11	1	11	1.1
CCCCOc1ccc(N2C(=O)C(C)CNC2=S)cc1 (stereo unspecified)
    2	-6	-2	0	-3.6	-3	10	16	-2	12
CCSc1nnc(NC(=O)c2ccc(F)c(S(=O)(=O)N3CCOCC3)c2)s1
    4	5	-2	3	-1.9	5	-13	8	-6	1.0
CC(C)(C)n1nc2c(c1NC(=O)Cc1cccc3ccccc13)CS(=O)C2 (stereo unspecified)
    -3	0	0	-1	-2.3	4	-11	12	1	0.1
CCOc1ccc2nc(NC(=O)C3CCN(c4cnccn4)CC3)sc2c1
    0	-3	-1	1	-0.4	0	0	2	4	-2.4
COc1ccc(C(=O)c2coc3ccc(O)cc23)cc1
    -5	-4	-2	1	-2.1	-1	4	10	-2	0.6
COC(=O)c1sc(NC(=O)c2ccco2)nc1C
    1	-5	-10	3	-1.5	1	2	9	2	0.3
O=C(COc1ccc(Cl)cc1)OCC(=O)N1CCOCC1
    1	-8	-2	2	-2.2	5	-14	9	-2	-1.2
COC(=O)Cn1c(=O)c2c(n(Cc3ccccc3)c1=O)N/C(=C/c1ccc(Br)cc1)C2=O
    -6	-6	-4	-3	-3.2	3	0	16	2	-2.2
NC(=O)c1nsc(C(=O)N(CC(=O)NC2CCCC2)Cc2ccc3c(c2)OCO3)c1N
    -1	3	-6	-2	-2.9	-2	5	15	1	-1.3
COc1ccc(C(=O)COC(=O)c2ccc(-n3cnnn3)cc2)c(OC)c1
    -5	-1	0	6	2.2	1	-2	-12	13	0.6
CCc1c(C)nc(N)c(C#N)c1-c1ccccc1
    0	3	-3	2	-3.0	2	-10	14	-4	1.2
COc1cc(C(=O)NCc2nnc(SCC(=O)c3ccc(Cl)cc3)o2)cc(OC)c1OC
    -2	-8	-1	1	-2.4	2	-9	12	-1	-0.6
Cc1nnc(SCC(=O)N2CCc3ccccc32)s1
    1	-3	-1	0	2.1	2	-4	-13	2	0.7
O=C(Nc1ccc(S(=O)(=O)Nc2ccccn2)cc1)c1cccc([N+](=O)[O-])c1
    -2	-3	-4	1	-2.9	1	-3	15	-4	-1.1
Cc1nc(C)c(C(=O)N(c2ccc(C)c(C)c2)C(C(=O)NCc2ccco2)c2ccccc2)s1 (stereo unspecified)
    -1	5	-2	0	-1.2	6	-13	7	1	-0.6
Cc1nn(C(=O)Cn2cc([N+](=O)[O-])cn2)c(C)c1Cl
    -5	6	-3	6	-1.6	2	-6	8	3	0.1
CC(C)C(NS(=O)(=O)c1ccc2c(c1)oc(=O)n2C)C(=O)N1CCN(C2CCCCC2)CC1 (stereo unspecified)
    -8	-4	nt	-6	-0.9	3	-10	5	5	1.6
Cc1ccc(S(=O)(=O)N(CC(O)CN2CCCCC2)c2ccccc2)cc1 (stereo unspecified)
    -9	-4	-26	-3	-0.8	-7	19	5	5	-3.3
CCCN(Cc1nc2cc(Cl)ccc2c(=O)[nH]1)C(=O)c1ccc(S(=O)(=O)N2CCCC2)cc1
    -7	-5	nt	-1	-1.6	1	7	6	2	1.1
Cc1nn(C)c(C(=O)NNC(=S)NCC(C)C)c1Cl
    0	-24	-1	-3	-1.7	-3	6	9	2	-1.0
COc1ccccc1C(=O)OCc1nc(N)nc(Nc2ccccc2C)n1
    -1	10	-3	0	-1.9	-3	7	13	0	-0.4
COC(=O)c1cn(NC(=O)c2ccccc2[N+](=O)[O-])c(=O)c2ccccc12
    2	-2	10	-2	-3.1	-1	2	16	0	-0.5
Cn1c(O)c(N=NC(=O)Cc2c[nH]c3ccccc23)c2ccccc21
    2	1	-5	-2	1.3	0	1	-6	-4	-1.2
CCn1c(SCC#N)nc2c(c1=O)C1(CCCC1)Cc1ccccc1-2
    1	-3	nt	4	3.2	-2	-3	-15	1	-1.6
COc1cccc(CNC(=O)COC(=O)c2ccc(Cl)s2)c1
    1	-4	3	-1	-3.2	-2	7	17	-7	2.1
COc1ccc(C(=O)OCc2c(F)cccc2Cl)cc1S(=O)(=O)N1CCOCC1
    -3	-10	-3	-3	-0.8	6	-17	3	2	0.0
Cc1cc[n+](-c2nc3ccccc3nc2[N-]S(=O)(=O)c2ccccc2)cc1
    0	-4	-16	-4	-1.0	0	2	5	0	1.5
CC1Cc2nc(SCC(=O)NCC3CCCO3)n(-c3ccc(F)cc3)c(=O)c2S1 (stereo unspecified)
    0	-5	-4	3	-2.5	1	-5	13	-5	-1.2
COC(=O)c1ccccc1NC(=O)NCCc1ccc(OC)c(OC)c1
    0	-2	-9	-2	-1.1	-3	8	6	4	-1.4
C=CCSc1nc2ccccc2n1S(=O)(=O)c1ccc(Cl)cc1
    -2	7	1	-2	-3.9	-4	11	16	-4	-1.5
CSc1nn2c(C)c(C)c(C)nc2c1C#N
    -4	2	-2	-1	-2.5	5	4	11	5	1.3
O=C(O)C1C2CCC(C2)C1C(=O)NCCc1ccccc1 (stereo unspecified)
    0	-13	0	0	-1.0	9.4*	-35	5	6	0.7
CN(C)C(=S)Nc1ccc(Cc2ccncc2)cc1
    -5	8	1	1	-3.6	4	-16	18	1	-4.1
O=C(NCc1ccco1)C1CCN(C(=O)c2ccc(Cl)cc2Cl)CC1
    -3	-10	24	3	-0.9	-5	14	7	-3	0.3
O=C(Nc1cccc(C(=O)O)c1)Nc1cccc2ccccc12
    -1	-7	-15	-1	-2.2	6	-21	10	-3	-1.0
C=CCn1c(O)c(N=NC(=O)OCC)c2ccccc21
    -3	-6	-1	0	-0.6	2	14	3	7	-1.6
Nc1nc(SCc2ccc(Br)cc2)c2ncn(C3OC(CO)C(O)C3O)c2n1 (stereo unspecified)
    -3	2	11	-1	-3.1	-1	4	15	2	-0.9
CC(OC(=O)c1cc(=O)c2ccccc2o1)C(=O)Nc1ccc(N(C)C)cc1 (stereo unspecified)
    5	0	-3	4	0.3	5	3	-1	1	1.0
CCOC(=O)CC(=O)CSc1ncc(C(=O)OCC)c(N)n1
    -5	1	-25	0	-2.4	-1	4	10	-3	-0.8
CC1(NC(=O)/C=C/c2nc3ccccc3s2)CCS(=O)(=O)C1 (stereo unspecified)
    -2	-2	3	4	-3.4	-5	14	13	-4	-1.5
COc1cccc(NC(=O)N2CCC(NC(=O)C(Cc3cccc(C)c3)NC(C)=O)CC2)c1 (stereo unspecified)
    1	-4	-5	6	-2.9	4	-11	15	-1	1.1
COc1ccc(N=Cc2c(O)ccc3ccccc23)cc1
    0	-7	-5	3	0.6	-3	-4	-3	11	-0.8
O=C(COC(=O)Cn1cnc2ccccc21)NCCCc1ccccc1
    3	-7	nt	3	-1.7	3	32	8	3	-1.6
Cc1c(Cl)c(-c2n[nH]c(=S)n2-c2ccc(F)cc2)nn1C
    0	-1	1	5	-0.2	-2	37	1	-5	1.5
OCCC1CN(Cc2cccn2-c2nccs2)CCN1Cc1ccc(F)c(F)c1 (stereo unspecified)
    -2	9	-2	3	3.1	-2	4	-18	4	-1.0
CN(C)S(=O)(=O)c1cccc(NC(=S)Nc2ccc(Cl)cc2Cl)c1
    3	-2	2	-2	-2.3	5	12	12	-2	0.1
C/C(N)=C(/C#N)C(=O)CSc1nnc(-c2ccccc2)n1C
    1	0	-8	-2	-3.0	-4	10	15	-6	-0.4
Cc1ccccc1-c1nc2ccccc2c(=O)n1C1CCS(=O)(=O)C1 (stereo unspecified)
    2	-7	-4	6	-1.7	-3	17	8	-1	1.1
Cc1ccc(O)c(C(=O)c2cc(C#N)c(=O)n(-c3nccs3)c2)c1
    -28	-111	12	-1	1.5	1	-2	-8	69*	21
O=C1c2ccccc2C(=O)N1CCc1csc(-c2cccc(F)c2)n1
    0	-2	nt	1	-1.3	3	12	6	-3	0.9
CC(=O)N(Cc1ccccc1)c1nc(-c2ccccc2)cs1
    1	4	-5	1	-0.4	1	-7	2	-1	-1.1
CC(C)c1c(O)nc(SCc2ccccc2)[nH]c1=O
    2	-2	nt	1	-1.4	-2	3	6	-3	1.1
O=C(CN1C(=O)CSC1=O)N1CCCC(Nc2ccc(F)cc2)C1 (stereo unspecified)
    2	-1	1	-2	-1.9	-2	-36	13	-2	0.0
O=C(COC(=O)c1ccc(F)cc1Cl)NC(=O)NC1CCCC1
    -4	1	4	2	-0.7	-9	22	3	-1	0.2

# 2 of these compounds, set out differently:
SMILES: CN(C)S(=O)(=O)c1cccc(NC(=S)Nc2ccc(Cl)cc2Cl)c1
  Keap1 Nrf2 FP = 3
  Cardiac RTF inh = -2
  CAL PDZ FP = 2
  V-ATPase pHluor = -2
  OPRM1-OPRD1 ag = -2.3
  HTR5A ag ctr = 5
  HTR5A inv ag = 12
  MOR-DOR inv ag = 12
  RTF Ca sens act = -2
  LANA DNA inh = 0.1

SMILES: C/C(N)=C(/C#N)C(=O)CSc1nnc(-c2ccccc2)n1C
  Keap1 Nrf2 FP = 1
  Cardiac RTF inh = 0
  CAL PDZ FP = -8
  V-ATPase pHluor = -2
  OPRM1-OPRD1 ag = -3.0
  HTR5A ag ctr = -4
  HTR5A inv ag = 10
  MOR-DOR inv ag = 15
  RTF Ca sens act = -6
  LANA DNA inh = -0.4

# Later entries.
# Values run as follows: Keap1 Nrf2 FP	Cardiac RTF inh	CAL PDZ FP	V-ATPase pHluor	OPRM1-OPRD1 ag	HTR5A ag ctr	HTR5A inv ag	MOR-DOR inv ag	RTF Ca sens act	LANA DNA inh
Cc1cc(C(=O)N/N=C/c2sccc2C)no1
    -5	-20	-2	2	-1.7	1	31	11	-5	-1.3
Cc1onc(-c2ccccc2Cl)c1C(=O)OCn1nnc2ccccc2c1=O
    -2	-3	-1	-4	1.2	5	13	-7	10	-1.3
CCC(=O)c1ccc(OCC(=O)Nc2nc(C)cs2)cc1
    0	-6	2	1	-1.6	-2	10	8	0	5.0
CCOc1ccc(NC(=O)Cn2nnc3c(cnn3-c3ccc(F)cc3)c2=O)cc1
    -3	-14	-2	1	-0.8	5	10	4	5	0.3
Cc1nonc1OCC(C)(COc1nonc1C)NC(=O)c1ccccc1
    0	-10	nt	-3	1.0	7	-6	-5	2	0.2
Cc1noc(C)c1COC(=O)CCCc1nc2ccccc2s1
    -1	-8	0	-6	0.3	1	-3	-2	0	1.1
CC1CCCN(CCCCOc2cccc(Br)c2)C1 (stereo unspecified)
    6	4	-3	-3	-0.5	-2	6	3	5	1.0
COCc1ccccc1Cn1cnc2c1c(=O)n(C)c(=O)n2C
    -6	0	1	5	2.2	9	0	-13	3	-2.5
Cc1cc(C)nc(SCc2ccc(C(=O)N/N=C/c3ccccc3C(=O)O)cc2)n1
    -2	-4	nt	-3	-0.4	-1	-18	2	0	-0.3

# Source: PubChem BioAssay (several laboratories)
